# AMA1-RON2 inh: inhibitors of Plasmodium falciparum AMA1-RON2 interaction; AlphaScreen AMA1-biotinylated RON2 peptide binding; Potency, µM (doses to about 58.2 µM), without a hit: at the highest dose activity change, negative = inhibition, most hits filed as inhibitors; 360,000 tested, 0.2% active;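 note: potency is the fitted concentration of half-maximal effect; 0% = vehicle wells and -100% = peptide control; nearly all actives have a fitted effect of over 45% in size; some results filed as inactive show a strong effect at the top dose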
#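 AMA1 (3D7) with his tag at 25 nM final met compounds first, then biotinylated RON2 peptide at 25 nM; detection used donor plus acceptor beads, 10 µg/mL apiece, read by AlphaScreen after 30 min at room temperature.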
# Sm TGR block: blocks Schistosoma mansoni thioredoxin glutathione reductase; 360,000 tested, 3% active; purified TGR, DTNB reduction, TNB absorbance 405 nm; Potency, µM (top dose mostly 114 µM), without a hit: at the highest dose activity change, negative = inhibition, hits mostly inhibitors; note: potency is the fitted concentration of half-maximal effect; nearly all actives have a fitted effect of over 60% in size
#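 TGR 20 nM + NADPH 100 uM (dispensed conc.), cpd preinc 15 min RT; start with NADPH (500 uM addition) then DTNB (15 mM addition). Kinetic TNB absorbance, 405 nm filter. Four-parameter Hill fit across titration.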
# HCMV antiviral: inhibitors of human cytomegalovirus. HFF cells, HCMV-luciferase reporter, 72 h; active compounds read low. activity change, negative = inhibition, % at 57.5 µM. 410,000 tested, 4.5% active. AID 1259415; in the data active = activity change below about -60%; inconclusive = no clear call, values can overlap the other calls; inactive = above about -39%
#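 Cell-based, HFFs, 1000 cells/well, 16 h 37C; cpds in DMSO + HCMV-luc, MOI 1 PFU/cell; 72 h 37C; OneGlo luminescence after 5 min RT; norm. to buffer vs Salinomycin 10uM.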
# HCV inhibitor: HCV inhibition | Potency, µM (doses to about 41.8 µM), inactives show at the highest dose activity change, negative = inhibition, usual class: inhibitors | 340,000 tested, 3.4% active | Huh7.5.1 HCVcc-Cre infection, luciferase reporter, 44 h | AID 651820; note: potency is the fitted concentration of half-maximal effect
#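 Cells (1,000/well) were plated 4 h before compound, then infected with HCVcc-Cre virus (~0.5 moi). After 44 h further culture, infection was read as luciferase luminescence following a 15 min substrate incubation at room temperature.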
# AmpC inh detg: blocks E. coli AmpC beta-lactamase in detergent assay; AmpC hydrolysis of nitrocefin, absorbance 480 nm, 0.01% Triton; Potency, µM (highest dose often 114 µM), inactives show at the top dose activity change, negative = inhibition, actives largely listed as inhibitors; 370,000 tested, 0.041% active;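 note: potency is the fitted concentration of half-maximal effect; 0% = no-compound wells and -100% = no-enzyme wells; nearly all actives have a fitted effect of over 25% in size; some results filed as inactive show a strong effect at the top dose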
# Target sequence (P00811 whole entry, looked up): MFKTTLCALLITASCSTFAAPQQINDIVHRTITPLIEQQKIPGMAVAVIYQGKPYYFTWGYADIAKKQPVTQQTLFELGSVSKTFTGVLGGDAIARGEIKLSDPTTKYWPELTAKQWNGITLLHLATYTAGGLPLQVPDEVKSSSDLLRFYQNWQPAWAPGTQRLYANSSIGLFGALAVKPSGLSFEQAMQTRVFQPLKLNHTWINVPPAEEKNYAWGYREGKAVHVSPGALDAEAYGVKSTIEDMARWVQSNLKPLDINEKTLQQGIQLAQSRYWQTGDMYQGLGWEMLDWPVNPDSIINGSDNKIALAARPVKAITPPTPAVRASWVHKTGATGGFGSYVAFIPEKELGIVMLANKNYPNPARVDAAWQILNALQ
#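 20 mM phosphate pH 7.0 + 0.01% (detergent screen) or 0.0001% Triton X-100; 5.3 nM AmpC reagent; cpd preinc 15 min RT; nitrocefin (800 uM stock) to start; A480 q20 s × 4 min; Activity was normalised to no-enzyme and no-compound control wells.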
# Giardia FBPA inh: inhibitors of Giardia lamblia fructose-1,6-bisphosphate aldolase; 290,000 tested, 0.71% active; Potency, µM (titrated, usually from 59.6 µM), without a hit: top-dose activity, negative = inhibition, actives largely listed as inhibitors; purified Giardia FBPA; A8B2U2; note: potency is the fitted concentration of half-maximal effect; nearly all actives have a fitted effect of over 55% in size
# Target sequence (A8B2U2 whole entry, looked up): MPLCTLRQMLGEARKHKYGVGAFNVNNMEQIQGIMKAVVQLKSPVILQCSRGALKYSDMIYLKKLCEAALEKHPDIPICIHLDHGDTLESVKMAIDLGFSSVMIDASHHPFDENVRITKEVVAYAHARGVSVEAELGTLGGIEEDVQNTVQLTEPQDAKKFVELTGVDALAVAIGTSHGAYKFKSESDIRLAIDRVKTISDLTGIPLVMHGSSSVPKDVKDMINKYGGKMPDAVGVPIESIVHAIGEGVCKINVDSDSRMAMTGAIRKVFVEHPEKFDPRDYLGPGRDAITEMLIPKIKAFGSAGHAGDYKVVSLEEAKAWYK
#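 Giardia FBPA (40 nM reagent) was preincubated 10 min at RT with compound (up to 57.5 uM final), then substrate plus GAPDH/TPI/NAD/arsenate coupling system with diaphorase/resazurin was added; resorufin fluorescence (525/598 nm) was read after 20 min.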
# * hit, by the source's call; ? = inconclusive; . = not tested or not shown; [ ] = dose if it differs, or a comment. Unless noted, calls come from the whole dose curve; as a rule, active = well fitted curve in the direction sought with a large enough effect; inconclusive = small, poorly fitted or top-dose-only effect, or another doubt; inactive = no such curve, though single readings can be large; an effect the other way counts as inactive or inconclusive. Unless noted, % is set by controls: 0 for no effect and ±100 for the full control effect.
SMILES,AMA1-RON2 inh,Sm TGR block,HCMV antiviral,HCV inhibitor,AmpC inh detg,Giardia FBPA inh
COC(=O)C1C(O)=C(C=NCc2ccccc2)C(=O)CC1(C)C (stereo not given),-19%,14%,12,11%,-2%,.
Cc1onc(-c2ccccc2)c1C(=O)N/N=C/c1cn(C)c2ccccc12,?,3%,102,-15%,?,?
Cc1nc2ccccc2nc(C)c1=NOCc1cccc(Cl)c1,-8%,2%,71,2%,-5%,1%
CCN(CC)S(=O)(=O)c1ccc2c(c1)nc(SCC(N)=O)n2-c1ccc(OC)cc1,1%,2%,-30,-17%,-11%,-3%
O=C(CC1N=C2c3ccccc3N=C(SCc3cccc(Cl)c3)N2C1=O)NCc1ccc2c(c1)OCO2 (stereo not given),.,7%,-16,.,6%,.
Cn1c(=O)c2c(nc(Cl)n2CCOc2ccccc2)n(C)c1=O,-11%,-17%,.,?,-14%,-2%
COc1cc(-c2noc(C)c2C(=O)NCCc2cccs2)cc(OC)c1OC,-5%,.,16,?,.,.
N#Cc1ccc(/C=C\c2nccc3c2[nH]c2ccccc23)cc1,35%[activator],-2%,-77*,?,-9%,1%
O=[N+]([O-])c1ccc2nc(-c3ccccc3[N+](=O)[O-])[nH]c2c1,-10%,-12%,73,-17%,-4%,-24%
Cc1ccc(N2C(=O)CS(=O)(=O)C23C(=O)N(Cc2cccc(F)c2)c2ccccc23)cc1Cl (stereo not given),.,0%,-10,.,4%,.
CCOC(=O)C1CCCN(C(=O)c2ccc(Cl)cc2)C1 (stereo not given),5%,.,-30,9%,0%,5%
CC(C)CC(=O)Nc1ccc(C(=O)COc2ccc(-c3nnco3)cc2)cc1,11%,-7%,69,-17%,-16%,2%
C=CCOC(=O)C1=C(C)Nc2nnnn2C1c1cccc(OC)c1OC (stereo not given),-1%,7%,0,-6%,?,-20%
COc1ccc(C(=O)Nc2ccccc2Cc2ccccc2)c(OC)c1,-15%,0%,-71*,10µM*,?,0%
CC(/C=C1\NC(=S)NC1=O)=C\c1ccccc1,37%[activator],?,35,17%,4%,9%
Cc1c(C(=O)N/N=C/c2ccccc2)sc(=S)n1C,11%,1%,0,27%,2%,0%
CCn1c(=O)cc(SCC(=O)Nc2ccc3c(c2)OCO3)c2ccccc21,-8%,4%,147,?,-14%,11%
CCOC(=O)c1ccc(NC(=S)N(CCCN2CCCC(C)C2)Cc2ccco2)cc1 (stereo not given),1%,-11%,-29,10µM*,-5%,-2%
O=C(NCc1cccc(Cl)c1)c1ccc2ccccc2n1,8%,9%,-30,?,-4%,5%
CSc1nsc(/C=C/Nc2ccc(O)cc2C)c1C#N,13%,-2%,21,?,?,18µM*
c1ccc(CN2CCN(c3ncccn3)CC2)nc1,.,-10%,.,.,-8%,-22%
CCc1cc(=O)oc2cc(C)cc(OCC(C)=O)c12,2%,13%,-29,?,13%,-14%
O=[N+]([O-])c1ccccc1CCl,-5%,40µM*,-12,11%,-3%,.
Cc1cc(Nc2ccccc2)n(CCO)n1,-4%,-4%,27,2%,3%,3%
N#CCSc1nnc(-c2ccc(S(=O)(=O)N3CCOCC3)cc2)n1CC1CCCO1 (stereo not given),-14%,0%,22,11%,-13%,4%
CC(C)CNc1cc(N2CCCC2)ccc1[N+](=O)[O-],-27%,-16%,-38,4µM*,?,1%
COc1ccc2nc(NC(=O)C3=NN(c4ccccc4)C(=O)CC3)sc2c1,49%[activator],-1%,18,-13%,?,-14%
CC(=O)c1ccc(NC(=O)CN2C(=O)CCc3cc(S(=O)(=O)N4CCC(C)CC4)ccc32)cc1,.,-3%,27,.,-11%,.
COc1ccc2[nH]c(=O)c(CN(CC3CCCO3)C(=S)Nc3ccccc3)cc2c1 (stereo not given),-3%,12%,-25,?,-4%,-5%
CN(CCO)c1nc(NCc2ccccc2)c2cnn(C)c2n1,4%,-1%,-30,-4%,-6%,1%
O=C(CSc1oc(-c2cccs2)nc1S(=O)(=O)c1ccc(F)cc1)NCC1CCCO1 (stereo not given),-3%,-26%,-11,-19%,?,-9%
Cc1cc(C)c(-c2cc(NC(=O)COC(=O)c3ccc(C#N)cc3)n(-c3ccccc3)n2)cc1C,18%,2%,-39,8%,-5%,-2%
Cc1ccc(OC(C)C(=O)Nc2ccc3c(c2)n(C)c(=O)n3C)cc1C (stereo not given),-9%,-5%,50,?,-12%,18%
Cc1ccc(NC(=O)NCc2cccn2Cc2ccccc2)cc1F,.,0%,-38,.,25%,.
Cc1cccc(NS(=O)(=O)c2cccc3nsnc23)c1,3%,-14%,-9,11%,-3%,-4%
Cc1c(C(=O)O)sc2c1c(=O)n(Cc1ccccc1)c(=O)n2C,-11%,1%,10,7%,3%,-5%
Cc1ccc(CNC(=O)C2CCC(CNS(=O)(=O)c3cccs3)CC2)cc1 (stereo not given),5%,0%,10,-9%,?,-2%
Cc1ccc(NC(=O)CSc2nnc(-c3cc4occc4n3C)n2-c2ccccc2C)cc1F,.,3%,6,.,12%,.
CN(c1ccccc1C(=O)Nc1ccc(S(=O)(=O)N2CCCCC2)cc1)S(C)(=O)=O,-3%,-1%,-20,-9%,-7%,6%
N#CCCCCn1c(-c2cncs2)nc2ccccc21,41%[activator],7%,-11,3%,1%,-2%
O=C(C1CC1)N1CCN(c2nc3c(Cl)cccc3s2)CC1,.,-1%,15,.,4%,.
CC(C)(C)C(=O)NC(=S)NNC(=O)c1sc2ccccc2c1Cl,66%[activator],-18%,.,?,?,-1%
CCC1CCc2nc3sc(C(=O)Nc4cccc(F)c4)c(N)c3cc2C1 (stereo not given),.,-2%,19,.,11%,.
CCNc1ccccc(C(=O)/C=C/c2ccc3c(c2)OCO3)c1=O,-29%,2.5µM*,-2,6%,-4%,?
CCC(C)c1ccc(C(C)NC(=S)NCc2ccc(F)cc2)cc1 (stereo not given),67%[activator],8%,-67*,7.1µM*,-9%,24%
CCN(CC)CCCNS(=O)(=O)c1ccc(OC)cc1,9%,-8%,-1,14%,-17%,-3%
COc1ccc(C(=O)NCC2CCCCC2)cc1S(=O)(=O)N1CCOCC1,-8%,.,-37,-20%,.,.
Nc1ccnn1Cc1cccnc1,5%,-6%,43,2%,?,0%
N#C/C(=N/Nc1ccc(S(=O)(=O)N2CCOCC2)cc1)C(N)=O,-12%,4%,-17,17%,3%,-11%
O=C(CCc1ccccc1)NNC(=O)Nc1ccc(Cl)cc1,77%[activator],-9%,6,8%,?,4%
Cc1oc2ccccc2c1CC(=O)NCCCN(C)C,-8%,-21%,-64*,-13%,-1%,-16%
O=C(Nc1ccccc1Cl)c1cc2ccccc2o/c1=N\O,-8%,8%,289,7%,-8%,2%
CC(NCc1ccc(S(N)(=O)=O)cc1)C(=O)NCc1ccccc1 (stereo not given),1%,-10%,18,7%,?,-4%
COc1ccc(S(=O)(=O)c2cnc(SCC(=O)Nc3cc(F)ccc3C)[nH]c2=O)cc1Cl,.,5%,-11,.,19%,.
Cc1ccc(C)c(NC(=O)c2ccc(CN3CC(=O)N4CCCCC4C3=O)cc2)c1 (stereo not given),.,-2%,?,.,26%,.
COC(=O)CSC1=C(C#N)C(c2sccc2C)CC(=O)N1 (stereo not given),6%,-21%,-25,6%,-5%,4%
Cc1ccccc1CN(c1ccc(C(=O)NCc2cccnc2)cc1)S(C)(=O)=O,-8%,36%[activator],-35,-1%,1%,2%
CCCCCCCC(=O)NNC(=O)CC(=O)Nc1ccccc1C(=O)O,36%[activator],2%,7,-12%,-9%,4%
CC(=O)[C@@]1(O)[C@H](C)CC2C3CC=C4CC(OP(=O)(O)O)CC[C@]4(C)C3CC[C@@]21C (stereo not given in full),-5%,2%,12,11%,1%,-4%
COc1ccc(/C=C/C(=O)c2ccc(OC)cc2O)cc1,5%,6%,91,1%[8.37 µM],-13%,-12%[12.9 µM]

# An excerpt from the list above, for reference:
SMILES,AMA1-RON2 inh,Sm TGR block,HCMV antiviral,HCV inhibitor,AmpC inh detg,Giardia FBPA inh
COC(=O)C1C(O)=C(C=NCc2ccccc2)C(=O)CC1(C)C (stereo not given),-19%,14%,12,11%,-2%,.
Cc1onc(-c2ccccc2)c1C(=O)N/N=C/c1cn(C)c2ccccc12,?,3%,102,-15%,?,?
Cc1nc2ccccc2nc(C)c1=NOCc1cccc(Cl)c1,-8%,2%,71,2%,-5%,1%
CCN(CC)S(=O)(=O)c1ccc2c(c1)nc(SCC(N)=O)n2-c1ccc(OC)cc1,1%,2%,-30,-17%,-11%,-3%

# Following part.
SMILES,AMA1-RON2 inh,Sm TGR block,HCMV antiviral,HCV inhibitor,AmpC inh detg,Giardia FBPA inh
COc1ccc(NCC(=O)Nc2ccc(C#N)cc2)cc1Cl,12%,0%,13,-29%,-12%,-8%
O=C(Cc1cccs1)N/N=C/c1ccco1,14%[11.6 µM],-22%,-27,-1%,?,-2%
O=C(Cn1cnc2ccccc2c1=O)Nc1ccc2c(c1)OCO2,1%[11.6 µM],5%,92,3%,4%,0%
COC(=O)c1ccc(CSc2nc3ccc(C)cc3[nH]2)o1,0%,-3%,-21,6%,-10%,-13%
CC(=O)N1CCc2cc(S(=O)(=O)NC3CCCCC3)ccc21,-3%,10%,-30,-8%,0%,16%
Cc1ccc2nc(COc3cccc(NC(=O)Nc4ccc(C)c(Cl)c4)c3)cc(=O)n2c1,.,6%,27,.,2%,.
Cc1cc(C)c2[nH]c(C)c(CN3CCCCCC3)c(=O)c2c1,2%,7%,-31,?,5%,2%
O=C(NCC(c1cccnc1)N1CCN(c2ccccc2F)CC1)C1CCCCC1 (stereo not given),-4%,4%,?,-26%,-6%,7%
O=C(CCN1C(=O)C2CC=C(Cl)CC2C1=O)Nc1ccccc1O (stereo not given),-7%,0%,28,?,0%,1%
Cc1ccc(S(=O)(=O)Nc2cccc(NC(=O)CN3CCCCC3)c2)cc1,-30%,1%,-28,?,?,-15%
Cc1ccc(S(=O)(=O)NCCc2nnc3ccc(SCc4cccc(F)c4)nn23)cc1,.,7%,12,.,11%,.
CCOCCCNC(=O)c1ccc(N2CCCC2)c(NS(=O)(=O)c2ccc(C)cc2)c1,-10%,1%,0,-5%,12%,?

# An excerpt from above in order of molar mass, lowest first.
SMILES,AMA1-RON2 inh,Sm TGR block,HCMV antiviral,HCV inhibitor,AmpC inh detg,Giardia FBPA inh
COc1ccc(NCC(=O)Nc2ccc(C#N)cc2)cc1Cl,12%,0%,13,-29%,-12%,-8%
Cc1ccc(S(=O)(=O)Nc2cccc(NC(=O)CN3CCCCC3)c2)cc1,-30%,1%,-28,?,?,-15%
Cc1ccc2nc(COc3cccc(NC(=O)Nc4ccc(C)c(Cl)c4)c3)cc(=O)n2c1,.,6%,27,.,2%,.

# The list goes on.
SMILES,AMA1-RON2 inh,Sm TGR block,HCMV antiviral,HCV inhibitor,AmpC inh detg,Giardia FBPA inh
C=CCOc1ccc(/C=C/C(=O)OCC(=O)Nc2c(C)n(C)n(-c3ccccc3)c2=O)cc1,0%,-2%,-7,13%,-4%,.
COCCCNC(=O)CCC(=O)N1Cc2ccccc2Oc2ncccc21,.,-2%,13,.,13%,.
CCc1ccc(C2C(C(=O)Nc3ccccc3)=C(C)Nc3c(C(=O)Nc4ccc(C)cc4)cnn32)cc1 (stereo not given),.,-1%,-40,.,-3%,.
CC1CCCC(C)N1C(=O)COC(=O)Cc1ccc(F)cc1 (stereo not given),32%[activator],?,-32,12%,5%,7%

# Bioassay records (PubChem)

# Rows were taken by chance. Share with any hit: about 9.3%.
